Screens as filed in PubChem BioAssay.
12-LOX inh: inhibitors of human 12S-lipoxygenase ALOX12 | Potency, µM (top dose mostly 108 µM), for the others: top-dose activity change, negative = inhibition, usual class: inhibitors | P18054 | actives 1.1% (n = 580,000) | purified 12hLO, xylenol orange hydroperoxide absorbance; note: potency is the fitted concentration of half-maximal effect; % is set by controls: 0 for no effect and ±100 for the full control effect
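Purified human 12hLO at 150 nM in 25 mM Hepes, 0.01% Triton X-100, pH 7.0, preincubated 15 min at room temperature with compound. Reaction started with 40 uM arachidonic acid, 30 min at room temperature. Hydroperoxide measured by Fe-xylenol orange, 573/405 nm absorbance ratio.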
TRHR agonist: activates the human TRH receptor. TRHR cells, calcium flux fluo-8, FDSS agonist mode. activation, % at 2 µM. actives 0.18% (n = 360,000). P34981. AID 493084; in the data active = activation above about 30%; note: 0% is about no effect
Target sequence (P34981 whole entry, looked up): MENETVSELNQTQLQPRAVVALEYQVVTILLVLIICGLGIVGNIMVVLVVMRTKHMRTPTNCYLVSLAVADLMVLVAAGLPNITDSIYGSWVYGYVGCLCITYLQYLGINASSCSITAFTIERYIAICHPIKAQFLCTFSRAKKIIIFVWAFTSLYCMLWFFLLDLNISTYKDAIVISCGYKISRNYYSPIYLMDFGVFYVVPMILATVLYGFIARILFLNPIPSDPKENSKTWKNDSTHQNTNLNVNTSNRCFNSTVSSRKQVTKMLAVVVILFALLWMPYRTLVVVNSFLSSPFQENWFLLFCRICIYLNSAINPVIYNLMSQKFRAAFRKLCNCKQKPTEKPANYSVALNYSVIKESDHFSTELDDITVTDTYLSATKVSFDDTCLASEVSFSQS
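Agonist-mode FDSS calcium read (Ex 480/Em 530, 1 s cycles) in 1536-well TRHR cells with fluo-8 dye, after 10-cycle baseline and 23 nL compound addition; TRH at EC20 (10 nM final) added afterwards for the enhancer phase.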
APE1 inh: APE1 (human) endonuclease inhibition; P27695; recombinant APE1, TAMRA/BHQ-2 abasic DNA cleavage fluorescence; Potency, µM (highest dose often 65.8 µM), without a hit: at the highest dose activity change, negative = inhibition, hits mostly inhibitors; actives 0.35% (n = 350,000); AID 2517;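 note: potency is the fitted concentration of half-maximal effect; plate controls were vehicle for no effect and reference inhibitor for full effect; nearly all actives have a fitted effect of over 55% in size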
Target sequence (P27695 whole entry, looked up): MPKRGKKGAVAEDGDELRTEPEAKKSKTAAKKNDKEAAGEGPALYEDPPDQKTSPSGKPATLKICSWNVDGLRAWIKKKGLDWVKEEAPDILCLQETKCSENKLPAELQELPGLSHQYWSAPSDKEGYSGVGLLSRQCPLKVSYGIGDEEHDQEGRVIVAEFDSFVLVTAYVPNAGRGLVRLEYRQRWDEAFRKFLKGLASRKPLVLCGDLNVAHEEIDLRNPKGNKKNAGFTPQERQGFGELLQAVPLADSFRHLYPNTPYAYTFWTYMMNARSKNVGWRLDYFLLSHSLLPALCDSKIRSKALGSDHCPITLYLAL
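Compound pre-exposure to 0.75 nM APE1, 15 min at ambient temperature. Reaction initiated with 50 nM TAMRA/BHQ-2 THF substrate, read immediately in kinetic mode, 525 nm excitation, 598 nm emission.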
POLK inh: blocks human DNA polymerase kappa activity; purified Pol kappa, fluorescent DNA synthesis assay, 10 min; Potency, µM (titrated, usually from 107 µM), for the others: at the highest dose activity, negative = inhibition, most hits filed as inhibitors; actives 0.53% (n = 400,000); AID 588579; note: potency is the fitted concentration of half-maximal effect; % is set by controls: 0 for no effect and ±100 for the full control effect
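Activity was followed as the change in fluorescence between reads at 0 and 10 min after starting the reaction with 50 nM substrate. Beforehand, 10 nM polymerase had been preincubated with compound for 15 min at room temperature.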
ERG-DNA inh: inhibitors of human ERG Ets domain-DNA interaction | actives 0.028% (n = 370,000) | Potency, µM (titrated, usually from 76.9 µM), for the others: at the top dose FP activity, negative = inhibition, most hits filed as inhibitors | fluorescence polarization, His-ERG Ets domain / labelled DNA; active = well fitted inhibition curve with a large enough effect in the polarisation, with a control signal flat; inconclusive = small, poorly fitted or top-dose-only effect, or effect the other way, or a change in a side signal; inactive = no such curve, though single readings can be large or run the other way; the % refers to the polarisation;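 note: polarization taken with two DNA probes labelled with fluorescein and Texas red; potency is the fitted concentration of half-maximal effect; % of control where 0% means no effect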
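His-tagged ERG Ets domain (1 uM in the protein solution; 300mM KCl, 50mM Tris-HCl, 1mM EDTA, 1mM DTT, pH 7.5) received compound, then a probe mix of 5 nM fluorescein-DNA and 100nM Texas-615-DNA. Fluorescence polarization was read for both dyes.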
BLM inh: inhibitors of human Bloom syndrome helicase BLM; P54132; recombinant BLM DNA unwinding, fluorescence dequenching; Potency, µM (top dose mostly 56.1 µM), without a hit: at the highest dose activity change, negative = inhibition, actives largely listed as inhibitors; actives 0.2% (n = 350,000);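 note: potency is the fitted concentration of half-maximal effect; plate controls were vehicle for no effect and no enzyme for full effect; nearly all actives have a fitted effect of over 35% in size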
Pol iota inh: DNA polymerase iota (human) inhibition. Pol iota fluorescent replication assay, 10 min. AID 588590. Q9UNA4. Potency, µM (highest dose often 115 µM), inactives show top-dose activity, negative = inhibition, actives largely listed as inhibitors. actives 1% (n = 390,000); note: potency is the fitted concentration of half-maximal effect
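Pol iota at 10 nM preincubated 15 min with compounds at room temperature; reaction started with fluorescent substrate, 50 nM final. Fluorescence read kinetically at 0 and 10 min; buffer-only wells as negative control.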
Anesthetic bind: candidate novel general anesthetic via apoferritin binding; P02791; apoferritin/1-aminoanthracene competitive binding, fluorescence; Potency, µM (doses to about 77.5 µM), inactives show at the top dose activity change, negative = displacement, usual class: inhibitors; actives 0.074% (n = 350,000); AID 485281; note: potency is the fitted concentration of half-maximal effect; % is set by controls: 0 for no effect and ±100 for the full control effect; nearly all actives have a fitted effect of over 20% in size
Target sequence (P02791 2-175 limits assumed): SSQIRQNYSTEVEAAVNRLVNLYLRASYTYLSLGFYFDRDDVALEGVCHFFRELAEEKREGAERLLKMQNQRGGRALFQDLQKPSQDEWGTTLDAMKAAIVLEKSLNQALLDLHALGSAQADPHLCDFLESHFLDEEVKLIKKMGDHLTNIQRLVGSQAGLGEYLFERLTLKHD
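Apoferritin-based anesthetic binding model; compound displacement of fluorescent 1-AMA measured as endpoint fluorescence after 10 minutes at room temperature, scaled to free-ligand and complex controls.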
POLB inh: blocks human DNA polymerase beta activity; P06746; Pol beta primer extension/strand displacement, fluorescence kinetic; Potency, µM (series often up to 114 µM), without a hit: at the top dose activity change, negative = inhibition, most hits filed as inhibitors; actives 1.3% (n = 340,000); note: potency is the fitted concentration of half-maximal effect; % is set by controls: 0 for no effect and ±100 for the full control effect
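Values derive from four-parameter Hill fits of normalized kinetic data: reads at 0 and 10 min following addition of 50 nM substrate to 10 nM Pol beta preincubated 15 min with compound.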
Active calls of the source: *; ? = inconclusive; nt = no result given; & = joins results of further samples; [ ] = another dose, or the depositor's remark. Unless noted, calls come from the whole dose curve; as a rule, active = well fitted curve in the direction sought with a large enough effect; inconclusive = small, poorly fitted or top-dose-only effect, or another doubt; inactive = no such curve, though single readings can be large; an effect the other way counts as inactive or inconclusive. Only part of the results is shown; count on the stated rates, not on these rows.

SMILES	12-LOX inh	TRHR agonist	APE1 inh	POLK inh	ERG-DNA inh	BLM inh	Pol iota inh	Anesthetic bind	POLB inh
CC1=C(C(=O)OCC2CCCO2)C(c2ccc(O)cc2)NC(=O)N1 (stereo not drawn)	6%	0.5	0%	0%	-15%	0%	21%	-3%	-1%
CC1=C(C(=O)Nc2cccnc2)C(c2ccc(C(C)C)cc2)n2ncnc2N1 (stereo not drawn)	6%[57.4 µM]	0.0	0%	-4%	0%	4%	36%[activator]	7%	10%
CCOC(=O)N1CCN(S(=O)(=O)N2CCCC(C(=O)NCCc3ccc(Cl)cc3)C2)CC1 (stereo not drawn)	-19%	0.3	30%	4%	6%	1%	41%[activator]	-8%	4%
CS(=O)(=O)N1CCc2cc(C(=O)Nc3ccc(COCC(F)(F)F)cc3)ccc21	-17%	-1.5	60%[activator]	0%	10%	-16%	-1%	?	-1%
C#CCn1c(C)cc(C)c(S(=O)(=O)c2ccccc2)c1=O	-8%	1.2	5%	-6%	14%	-4%	103%[activator]	-7%	-7%
COc1ccc(Oc2ncc3nc(-c4cccs4)c(=O)n(C)c3n2)cc1	0%	nt	2%	-5%[60.1 µM]	nt	-3%	nt	nt	nt
Cc1ccc(-c2noc(-c3cc(-c4ccc(F)cc4)n[nH]3)n2)cc1	-13%	0.5	nt	6%	1%	-3%	-25%	-13%	1%
C=CCOC(=O)C1=C(C)Nc2ncnn2C1c1cc(Br)ccc1F (stereo not drawn)	-11%	0.2	1%	-5%	-5%	-5%	-1%	-7%	11%
O=C(O)CCC(=O)NN1C(=O)c2ccccc2NC1c1ccco1 (stereo not drawn)	3%	-1.8	-1%	3%	-4%	-1%	18%	4%	8%
CCOc1ccccc1CNC(=O)Cn1nc(C)c2nn(-c3ccc(Cl)cc3)c(C)c2c1=O	?	-1.0	nt	-9%[60.1 µM]	0%	-7%	18%	-13%	-7%
CCN(C(=O)CSc1nc2ccc(C)cc2[nH]1)C1CCS(=O)(=O)C1 (stereo not drawn)	3%	nt	-3%	12%	2%	nt	36%[activator]	nt	nt
Cc1nc(N2CCN(c3ccccc3)CC2)nc2c1C(=O)CC(C)C2 (stereo not drawn)	-20%	1.7	16%	-3%	-4%	-4%	19%	-11%	28%
O=C(CSc1ccc2nnc(-c3ccccn3)n2n1)Nc1ccccc1C(F)(F)F	-25%	0.0	32%	-14%	16%	-8%	13%	-9%	-9%
CC(=O)Nc1oc(-c2cccc3ccccc23)nc1C#N	?	0.2	2%&16%	-8%	nt	nt	-18%	nt	nt
CCCCC(=O)Nc1ccc(C(=O)NCC(=O)OC)cc1	4%	0.9	-2%	0%	5%	3%	8%	-3%	4%
O=C(NC1CC1)C1=C[C@@H](c2csc3ccccc23)C[C@@H](OCCCCO)O1	-8%	-0.1	-2%	8%	12%	0%	36%	2%	-2%
COc1ccc2c(c1)c(=O)oc1c(C)c(OC(C)C(=O)NCC3CCC(C(=O)O)CC3)ccc12 (stereo not drawn)	0%	-0.1	-14%	1%	0%	1%	34%[activator]	70%[activator]	21%
Cc1cccc(CS(=O)(=O)Cc2ccc(C(=O)NCc3ccccc3)o2)c1	0%&-2%	-0.1&-0.6	28%	-24%	-13%&-5%	2%&-1%	8%&4%	-13%&-6%	-1%&0%
O=C1CN(Cc2ccccc2)CC(=O)N1	-33%	nt	nt	16%	7%	nt	-5%	nt	nt
O=C(COC(=O)CCc1c[nH]c2ccccc12)Nc1ccccc1	5%	-0.2	10%	-12%	4%	nt	43%[activator]	nt	nt
CC(C)c1cccc(C2=CC(=O)C[C@H](c3ccc(F)cc3)C2)c1	-8%	0.7	20%	-5%	-24%	nt	0%	nt	nt
COc1cccc(CNC(=O)Cn2c(=O)cc(C)c3c(C)nn(C)c32)c1OC	-16%	0.3	nt	2%	3%	2%	28%	-7%	-15%
CC(=O)Nc1ccc(NC(=O)CN(c2ccccc2Cl)S(C)(=O)=O)cc1	21%	2.5	-3%	4%	1%	-3%	21%	2%	9%
COc1ccc(C2=NS(=O)(=O)N(C)C(C(=O)NCc3ccccn3)=C2)cc1	17%	-0.8	-9%	1%	-15%	0%	?	-18%	-7%
COc1ccc2nc(NC(=S)N(C)C)sc2c1	7.9µM*	-0.7	?	-15%	-8%	6%	11%	-9%	1%
Cc1cc(S(=O)(=O)N2CCC(NC(=O)C34CC5CC(CC(C5)C3)C4)CC2)ccc1-n1cnnn1	-10%	0.3	-1%	5%	-4%	-8%	-5%	-8%	?
CC(=O)OC1c2ccccc2C(=O)N1c1ccccc1C (stereo not drawn)	-5%	-0.2	11%	-15%	-4%	5%	10%	-9%	12%
Cc1nc2ccc(S(=O)(=O)N(C)CC(=O)NCc3ccc4c(c3)OCO4)cc2s1	0%	-1.3	-6%	-8%	-8%	2%	-9%	-13%	4%
O=S(=O)(c1ccc(-c2cc(C(F)(F)F)on2)s1)N1CCCC1	-53%	1.5	-5%	-9%	6%	0%	-2%[58.9 µM]	-3%	19%
COCCNC(=O)CCc1nnc(Cc2ccc(-c3ccccc3)cc2)o1	-6%	0.0	1%	-2%	-13%	-1%	4%	-6%	27%
O=C(Nc1nc2ccc(Br)cc2s1)c1ccco1	-9%	0.4	-9%	-18%	-4%	2%	157%[activator]	-10%	3%
NC1=NC(=O)C(CC(=O)c2ccc(Cl)cc2)S1 (stereo not drawn)	-18%	-1.1	-6%	9%	4%	3%	26%	1%	10%
Cc1ccc(C)c(OC(=O)c2cccnc2)c1	nt	0.4	-10%	-5%	-5%	-1%	-25%	-16%	0%
CCCCn1c(-c2ccccc2)nnc1-c1ccccc1	-5%	-1.7	8%	9%	3%	-6%	8%	?	3%
C/C(N)=C(/C#N)C(=O)COC(=O)CCC1CCCC1	-25%	0.7	9%	-10%	3%	-7%	13%	?	0%
O=C(NCCc1ccccc1)c1ccc(Cn2c(SCc3ccccc3F)nc3cccnc32)cc1	3%	1.3	nt	-23%	?	-8%	12%	2%	3%
CCCCCCSc1ccc([C@H]2N[C@@](CC(C)C)(C(=O)OC)[C@H]3C(=O)N(CC)C(=O)[C@@H]23)cc1	-23%	0.8	-19%	-2%	0%	nt	10%	nt	nt
CCOC(=O)Cc1csc(NC(=O)CSc2ncnc3c2cnn3-c2ccccc2Cl)n1	41%[activator]	-0.3	-7%	-5%	-6%	0%	8%	?	4%
COc1ccccc1NC(=O)C[n+]1ccccc1C	-3%	0.8	30%	-13%	-6%	1%	175%[activator]	-1%	14%
Cc1nn(Cc2ccc(F)cc2)c(C)c1NC(=O)c1nn(C)cc1Cl	0%	-0.1	-2%	-1%	1%	5%	1%	1%	0%
COc1ccc(OCc2cccc(C(=O)Nc3ccc(CN4CCCCC4)cc3)c2)cc1	22%	2.6	3%	-9%	-2%	-9%	-23%	-23%	10%
O=C(c1cc(-c2ccc(Cl)c(Cl)c2)on1)N1CCCCCC1	-6%	0.9	4%	-6%	17%	-1%	-3%	-7%	58%
CC(C)CN(C(=O)COC(=O)CCCc1c[nH]c2ccccc12)c1c(N)n(Cc2ccccc2)c(=O)[nH]c1=O	-19%	0.9	8%	-11%	9%	-6%	26%	-6%	36%
COC(=O)CN1C(=O)C(O)(CC(=O)c2ccccc2)c2ccccc21 (stereo not drawn)	142%[activator]	0.3	1%	-17%	-2%	0%	-3%	-18%	-14%
Nc1ccc(OCc2ccccc2)cc1	40%[activator]	-1.3	6%	3%[60.1 µM]	-6%	-11%	-17%	-17%	2%
CCOC(=O)c1c(C)[nH]c(C(=O)COC(=O)CCC(=O)c2ccc3c(c2)OCCO3)c1C	0%	2.6	-8%	-8%	0%	-5%	26%	?	-12%
C=CCN1CCOc2ccc(C)cc2S1(=O)=O	-16%	nt	nt	-3%	4%	nt	45%[activator]	nt	nt
CS(=O)(=O)CCC(C(=O)OCc1ccc(Cl)cc1)N1C(=O)c2ccccc2C1=O (stereo not drawn)	-5%	-0.7	-3%	-5%	-4%	-3%	11%	-3%	-1%
CCOC(=O)C1CCCCN1C(=O)c1ccc2nc(Cc3ccc(OC)cc3)oc2c1 (stereo not drawn)	-11%	-0.9	9%	1%	-6%	-6%	21%	-20%	0%
COc1ccc([C@H]2CC(=O)C=C(/C=C/c3ccc(Cl)cc3)C2)cc1	?	0.2	9%	-14%	1%	nt	-9%	nt	nt

Continuation.
SMILES	12-LOX inh	TRHR agonist	APE1 inh	POLK inh	ERG-DNA inh	BLM inh	Pol iota inh	Anesthetic bind	POLB inh
CCOc1ccc(C(=O)N2CCN(c3ncccn3)CC2)cc1	0%	nt	nt	-5%	14%	nt	11%	nt	nt
CCN(CC)CCOc1c(Br)ccc2c1sc1nc3n(c(=O)c12)CCC3	137%[activator][57.4 µM]	0.2	0%	2%	9%	177%[activator]	?	-20%	-12%
Cn1c(C2=C(O)CN(c3ccccc3)C2=N)nc2ccccc21	-6%	0.8	-1%	0%	-4%	-1%	113%[activator]	-3%	0%
CCc1nnc(NC(=O)CCC(=O)N2CCN(C3c4ccccc4-c4ccccc43)CC2)s1	27%	-0.3	4%	3%	7%	-3%	-5%	-9%	3%

Complete entries, looked up by structure.
O=C(COC(=O)CCc1c[nH]c2ccccc12)Nc1ccccc1 across the screens: 12-LOX inh = 5%; TRHR agonist = -0.2; APE1 inh = 10%; POLK inh = -12%; ERG-DNA inh = 4%; BLM inh = nt; Pol iota inh = 43%[activator]; Anesthetic bind = nt; POLB inh = nt
CC(C)CN(C(=O)COC(=O)CCCc1c[nH]c2ccccc12)c1c(N)n(Cc2ccccc2)c(=O)[nH]c1=O across the screens: 12-LOX inh = -19%; TRHR agonist = 0.9; APE1 inh = 8%; POLK inh = -11%; ERG-DNA inh = 9%; BLM inh = -6%; Pol iota inh = 26%; Anesthetic bind = -6%; POLB inh = 36%
